Pyk2 oligo antag: antagonists of human Pyk2 oligomerization; Q14289; Q293 cells, Pyk2 FERM NanoBiT luminescence; stronger effect = lower value; z-score (the deposit names both 25 µM and 10 µM); 99,000 tested, 0.83% active; AID 1347419;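 active = Z-score of -3 or lower, scaled per plate to the spread of control and sample wells; inactive = z-score above -3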;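 note: negative z-score means lost luminescence so less FERM oligomerization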
Target sequence (Q14289 whole entry, looked up): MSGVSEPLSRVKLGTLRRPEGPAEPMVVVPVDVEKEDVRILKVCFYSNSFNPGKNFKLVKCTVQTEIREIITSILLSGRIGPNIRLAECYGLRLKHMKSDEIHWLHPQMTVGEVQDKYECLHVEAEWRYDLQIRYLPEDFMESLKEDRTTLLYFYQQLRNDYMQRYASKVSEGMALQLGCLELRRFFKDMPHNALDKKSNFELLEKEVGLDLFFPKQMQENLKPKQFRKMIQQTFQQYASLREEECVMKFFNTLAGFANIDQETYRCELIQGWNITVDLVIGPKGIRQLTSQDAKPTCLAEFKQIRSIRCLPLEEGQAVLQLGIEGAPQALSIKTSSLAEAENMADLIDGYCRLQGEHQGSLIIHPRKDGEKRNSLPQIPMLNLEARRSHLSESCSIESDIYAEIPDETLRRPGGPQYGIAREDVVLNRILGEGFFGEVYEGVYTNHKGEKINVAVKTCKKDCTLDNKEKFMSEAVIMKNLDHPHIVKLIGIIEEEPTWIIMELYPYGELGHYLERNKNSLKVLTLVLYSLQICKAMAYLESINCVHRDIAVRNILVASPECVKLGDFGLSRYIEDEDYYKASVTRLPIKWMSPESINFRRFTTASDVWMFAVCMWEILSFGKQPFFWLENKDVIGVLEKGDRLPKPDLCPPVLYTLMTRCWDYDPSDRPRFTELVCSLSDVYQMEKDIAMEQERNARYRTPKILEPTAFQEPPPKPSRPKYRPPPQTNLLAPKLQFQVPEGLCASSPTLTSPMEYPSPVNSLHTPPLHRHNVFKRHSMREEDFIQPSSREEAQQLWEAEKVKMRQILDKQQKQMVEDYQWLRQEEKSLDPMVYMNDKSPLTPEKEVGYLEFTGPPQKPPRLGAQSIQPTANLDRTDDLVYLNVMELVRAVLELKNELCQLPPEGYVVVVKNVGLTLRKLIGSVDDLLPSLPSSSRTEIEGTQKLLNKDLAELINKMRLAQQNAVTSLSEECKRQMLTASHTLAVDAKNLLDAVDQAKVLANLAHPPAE
H69AR growth 86K: blocks growth of human H69AR lung tumor cells. H69AR lung tumor viability, ATP luminescence, 72 h; stronger effect = lower value. viability, % at 10 µM. 85,000 tested, 6% active. AID 598;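 active = viability at or below 40%; inactive = viability above 40%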;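 note: multidrug resistant small cell line overexpressing MRP-1 efflux transporter; 100% = mean luminescence of untreated control wells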
VCAM1 TNFa inh: reduces TNF alpha induced VCAM1 expression in HUVEC | HUVEC TNFa-induced VCAM-1 immunofluorescence, high-content imaging | inhibition, % at 2 µM | 95,000 tested, 0.48% active | AID 802;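 active = inhibition above the batch mean plus 3 SD, with images confirmed as a hit by eye, cut at about 37% in these data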;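 note: 0% = TNF-stimulated DMSO wells and 100% = unstimulated control wells; not every result past the cut was called active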
HUVEC tox IL1B: HUVEC cytotoxicity counter-screen, IL-1B stimulated; HUVEC cell count loss, Hoechst imaging; cell count reduction, % at 2 µM; 94,000 tested, 0.41% active; AID 845;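 active = cell count reduction more than 3 SD above the screen-wide mean, cut at about 70% in these data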;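 note: normalized per plate to untreated control cells as the no-loss baseline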
HUVEC tox TNFa: toxic to HUVEC cells under TNF alpha stimulation. HUVEC TNFalpha-stimulated, Hoechst cell count, imaging. cell count reduction, % at 2 µM. 93,000 tested, 0.17% active;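 active = cell count reduction exceeding the screen mean by over 5 SD, scaled to untreated wells per plate, cut at about 78% in these data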;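 note: cells counted after 24 h of TNF alpha exposure following the 1 h pretreatment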
HUVEC inhibit: inhibitors of human endothelial cell proliferation; HUVEC proliferation, CellTiter-Glo luminescence, 72 h; stronger effect = lower value; viability, % at 10 µM (by protocol); 86,000 tested, 1.1% active; AID 648;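 active = viability at or below 30%; inactive = viability above 30%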;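 note: 100% = median luminescence of DMSO-only cell control wells on each plate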
F-actin modifier: alters cytoskeleton assembly in HUVEC cells; HUVEC TNFa F-actin phalloidin imaging, high content; inhibition, % at 2 µM; 91,000 tested, 0.18% active;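 active = inhibition above the batch mean plus 3 SD and confirmed as a hit by visual image inspection, cut at about 30% in these data, passing the limit was not always enough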; note: strong numbers were not always called active
Fibroblast inh: blocks proliferation of human lung fibroblasts; LL 47 human lung fibroblast viability, ATP luminescence; stronger effect = lower value; viability, % at 10 µM; 85,000 tested, 1.1% active; AID 719;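 active = viability at or below 50% in the single dose screen; inactive = viability above 50%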;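 note: compound exposure lasted 72 h before the ATP readout; 100% = median luminescence of untreated cell-only wells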
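Test system: LL 47 human lung fibroblasts; Quantity: 1,150 cells/well; Buffer or medium: IMEM plus 15% FBS; Dosing: tenfold compound dosing solution, DMSO at 0.1%; Timing: overnight cell rest, 72 h compound treatment at 37 °C; Detection: ATP-based CellTiter-Glo luminescent readout; Read-out basis: viability percentage against median untreated-cell control; Controls: cell-only wells, no compound.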
Smad3 inh: inhibitors of human Smad3 transcription factor binding; P84022; TR-FRET Smad3/Dy647-FoxH1 peptide binding, europium anti-His; inhibition, % at 25 µM; 88,000 tested, 0.29% active; AID 630;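 active = compounds that reduce the energy-transfer binding signal between the protein and its labelled peptide by more than half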;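 note: 0% = Smad3 plus labelled peptide maximal FRET and 100% = peptide-only background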
Numbers without * were called inactive; . = not tested or not shown; [ ] = another dose, or the depositor's remark. A portion of the library (hit frequency here may not be typical).

SMILES	Pyk2 oligo antag	H69AR growth 86K	VCAM1 TNFa inh	HUVEC tox IL1B	HUVEC tox TNFa	HUVEC inhibit	F-actin modifier	Fibroblast inh	Smad3 inh
Cn1c(SCC(=O)c2ccc3c(c2)OCCO3)nnc1C1CC1	0.36	106	11	-30	-1	88	-6	108	3
O=C(CCC(=O)c1cccs1)c1cccs1	0.01	99	1	27	-12	98	9	95	5
CN(C)CCNC(=O)C1CCCNC1=O (stereo not drawn)	-0.72	91	1	16	1	110	-21	104	2
O=C1OCCC1Sc1nnc(-c2ccco2)o1 (stereo not drawn)	0	99	19	-9	-45	111	22	100	3
CC(C)CNS(=O)(=O)c1ccc(S(=O)(=O)N2CCN(CCC#N)CC2)cc1	.	98	.	.	.	97	.	99	9
O=C(CCC(=O)c1cccs1)OCC(=O)N1CCN(C(=O)c2ccco2)CC1	0.34	102	4	22	3	104	-20	105	3
CCN(CC)C(=O)CSc1nnc(SCc2ccc(Cl)cc2)s1	-0.49	82	16	-19	17	99	1	103	-9
COC(=O)c1cc(-c2ccc(Br)cc2)on1	.	105	18	10	-23	93	-6	100	-11
CC(C)(C)c1ccc(OCC(=O)OCCNC(=O)c2cccnc2)cc1	0.25	.	-9	-24	0	.	14	.	.
CCOC(=O)C1(S(=O)(=O)c2ccc(Cl)cc2)CCN(Cc2ccc(C)cc2)CC1	-0.94	.	-6	21	-10	.	-2	.	.
Brc1ccc(Nc2nc3ccccc3n3nnnc23)cc1	.	36*	2	-12	-6	47	6	78	8[fluorescence artefact?]
C=CCNC(=O)c1ccc(Sc2ccc(C)cc2)c([N+](=O)[O-])c1	-0.47	.	9	0	-11	.	18	.	.
CCCCOc1ccc(OCCCC)c2c1NC1(N2)C(=O)N(C(C)=O)c2ccccc21	-1.8	64	1	3	16	77	20	71	-4
O=C(CSc1nc2ccccc2[nH]1)Nc1c(F)cccc1F	0.9	105	-3	2	-11	105	3	101	4
Cc1cc2c(c(=O)n1Cc1ccc3c(c1)OCO3)C(c1cccnc1)C(C#N)=C(N)O2 (stereo not drawn)	-1.2	84	-8	23	-26	88	12	104	0
CCC(C)NS(=O)(=O)c1ccc(OCC(=O)N2CCCCC2)cc1 (stereo not drawn)	-1.3	106	-32	-4	-16	98	0	109	3
CCOC(=O)Cn1c(=O)oc2cc(S(=O)(=O)N3CCn4c3nc3ccccc34)ccc21	.	96	14	-9	-27	97	1	96	-2
Cn1nnnc1SCC(=O)NCc1ccco1	0.21	97	-1	-4	-14	106	-3	100	3
OCCN(C=NC1=NN(c2cccc(C(F)(F)F)c2)CC1)CCO	-0.4	.	-12	-5	-9	.	3	.	.
COCCCn1c(-c2ccsc2)nc2c1c(=O)[nH]c(=O)n2Cc1ccccc1	-1	75	7	1	-34	97	12	91	5
CCCCSc1nnc(-c2ccc(NC(C)=O)cc2)n1C	.	82	.	.	.	100	.	110	-2
Cc1ccc(-n2ncc3c(=O)[nH]c(SCC(=O)N4CCCc5ccccc54)nc32)cc1	-2.7	32*	6	-2	-18	80	16	95	-1
CCc1ccc(Cn2nnc(C(=O)NCc3ccccc3OC)c2N)cc1	.	85	13	6	15	78	-4	95	2
CCS(=O)(=O)N1CCC(C(=O)NCc2cc(OC)ccc2OC)CC1	-0.3	105	2	.	-26	91	13	99	12
CCOC(=O)N1CCN(c2c(N3CCN(c4cccc(C(F)(F)F)c4)CC3)c(=O)c2=O)CC1	2.1	74	20	-1	-20	93	23	96	-17

The last three compounds of the section before lead into the next:
SMILES	Pyk2 oligo antag	H69AR growth 86K	VCAM1 TNFa inh	HUVEC tox IL1B	HUVEC tox TNFa	HUVEC inhibit	F-actin modifier	Fibroblast inh	Smad3 inh
CCc1ccc(Cn2nnc(C(=O)NCc3ccccc3OC)c2N)cc1	.	85	13	6	15	78	-4	95	2
CCS(=O)(=O)N1CCC(C(=O)NCc2cc(OC)ccc2OC)CC1	-0.3	105	2	.	-26	91	13	99	12
CCOC(=O)N1CCN(c2c(N3CCN(c4cccc(C(F)(F)F)c4)CC3)c(=O)c2=O)CC1	2.1	74	20	-1	-20	93	23	96	-17
CC(=O)C1=C(O)C(=O)N(c2cccnc2)C1c1ccc(Cl)cc1 (stereo not drawn)	0.67	100	12	.	-12	98	-7	99	0
O=C(CCCn1cnc([N+](=O)[O-])n1)Nc1ccc(Cl)c(Cl)c1	0.07	.	13	-10	1	.	-12	.	.
Fc1cccc(Cl)c1CNCc1ccccc1Cl	-1.1	.	-16	10	-31	.	3	.	.
Cc1cccc(CCNC(=O)CN(C)S(=O)(=O)c2ccc3c(c2)c(=O)n(C)c(=O)n3C)c1	.	80	1	-17	-20	93	17	99	14
CCC(Sc1ncccn1)C(=O)Nc1cc(C)on1 (stereo not drawn)	1.3	92	14	-23	-5	98	-17	98	-1
CCn1c(SCc2ccc(C(=O)OC)o2)nnc1-c1c[nH]c2ccccc12	.	82	.	.	.	102	.	106	4
CCN1CCN(CC(=O)N2c3ccccc3CC2C)CC1 (stereo not drawn)	0.3	105	2	-8	0	97	12	107	15[fluorescence artefact?]
O=C(Cn1ncc2c(=O)oc3ccccc3c21)Nc1nc2ccccc2s1	.	84	-12	3	6	95	-6	94	5
CCOC(=O)C1C(=O)CC(C)(O)C(C(=O)OCC)C1c1ccc(OC)cc1 (stereo not drawn)	0.33	77	18	1	28	97	-26	93	-3
CCn1c2ccccc2c2nnc(SCC(=O)Nc3ncccn3)nc21	1.1	100	.	.	.	105	.	.	-2
CCOC(=O)C1=C[C@]2(CC)CCCN3CCc4c(n1c1ccccc41)[C@@H]32	.	57	.	.	.	79	.	95	-1
c1ccc(-n2ncc3c(N4CCCCC4)ncnc32)cc1	.	.	-9	0	31	.	-11	.	.
COc1ccccc1NC1C=CS(=O)(=O)C1 (stereo not drawn)	0.3	92	3	-1	-24	84	27	85	0
Cc1ccccc1NC(=O)Cn1c(C)nc2ccc(NC(=O)C3CC3)cc2c1=O	-0.03	91	16	-14	-46	96	-10	98	4
CC(C)N(C(=O)Cn1cnc2c(cnn2-c2ccccc2Cl)c1=O)C(C)C	1.1	84	-6	10	-4	89	15	89	-5
COc1cc(NC(=O)c2ccccc2)cc(OC)c1	0.29	84	.	.	.	88	.	100	-2
O=C(CCC(=O)N1CCc2ccccc2C1)N1CCN(S(=O)(=O)c2ccccc2)CC1	0.63	110	-13	-4	6	95	-4	107	1
Cc1cc(N)n2nc(C)c(-c3ccccc3)c2n1	-0.23	75	-1	-9	-13	76	10	90	-18
COc1ccc(-n2cnnc2SCC(=O)NC2CCS(=O)(=O)C2)cc1 (stereo not drawn)	0.14	105	3	-85	-18	92	4	107	1
COc1ccc(OC)c(C2CC(=O)NC(SC)=C2C#N)c1 (stereo not drawn)	.	100	1	-11	38	101	-10	89	-5[fluorescence artefact?]
COC(=O)c1ccc(/C(O)=C(\C#N)c2nc3ccccc3s2)cc1	0.59	32*	1	-4	-21	50	-8	94	-10
CCCCC(=O)Nc1ccc2c(c1)oc1ccccc12	-0.77	62	6	4	-7	76	-8	101	-6
CC(CCc1ccccc1)NC(=O)c1ccc(C(=O)NC(C)CCc2ccccc2)cc1 (stereo not drawn)	-0.45	93	38	10	.	79	4	93	14[fluorescence artefact?]
COc1ccc(-c2nnc(-c3cccs3)o2)cc1OC	-0.19	77	-17	-12	-20	104	0	98	13
CCOC(=O)c1c(C)n(C)c2ccc(OC(C)C(=O)OC)cc12 (stereo not drawn)	0.96	89	20	-11	-6	94	1	96	1

The list goes on.
SMILES	Pyk2 oligo antag	H69AR growth 86K	VCAM1 TNFa inh	HUVEC tox IL1B	HUVEC tox TNFa	HUVEC inhibit	F-actin modifier	Fibroblast inh	Smad3 inh
Cc1c(Br)c([N+](=O)[O-])nn1C(C)C(=O)Nc1ccc2c(c1)OCO2 (stereo not drawn)	-0.24	.	16	-20	-1	.	14	.	.
Cc1c(C2(c3c(C)n(C)n(-c4ccccc4)c3=O)C(=O)Nc3ccc(F)cc32)c(=O)n(-c2ccccc2)n1C	-0.84	90	-22	5	-14	107	0	97	-11
CCC(=O)Nc1ccc(S(=O)(=O)N2CCN(c3ccc(F)cc3)CC2)cc1	-1.6	48	-5	10	14	40	-21	70	-9
CNc1cc(N2CCCCCC2)ccc1[N+](=O)[O-]	-0.26	.	-18	4	7	.	4	.	.
COc1ccccc1N1CCN(c2cc(N3CCCC3)nc(C)n2)CC1	-0.39	.	12	-8	29	.	-28	.	.
CC(C)OC(=O)c1c(N)sc2c1CCCC2	-0.59	87	-11	-32	12	79	-5	99	4
CCc1nnc2sc(-c3ccc(NC(=O)c4ccco4)cc3)nn12	-0.7	96	-17	-9	11	85	-18	99	0
CC(C)c1nnc(NC(=O)CCN2C(=O)c3ccccc3C2=O)s1	0.49	99	12	-34	-32	92	-10	94	1
Cc1ccc2occ(CN3CCN(c4ccccc4)CC3)c(=O)c2c1	0.37	.	33	0	10	.	23	.	.
CN(C)c1ccc(-n2cc3c(=O)n(C)c(=O)n(C)c3c2)cc1	-0.63	88	1	7	-14	94	4	120	-3
O=C(Cn1nc(-c2ccccc2)ccc1=O)NCC1CCCO1 (stereo not drawn)	0.12	91	5	4	6	94	-1	100	1
CCOc1ccc(CN(Cc2ccco2)C(c2cccs2)c2nnnn2C(C)(C)C)cc1 (stereo not drawn)	-0.08	57	-5	-12	-17	95	-5	95	-3
C=CCn1c(=O)/c(=C2/SC(C)=C(C)N2CC)s/c1=C1/C(=O)N(CC)C(=S)N1c1ccccc1	0.96	89	-4	21	-13	93	10	106	-15
CCSC1=C(C#N)C(c2cccc(Br)c2)CC(=O)N1 (stereo not drawn)	-0.77	87	21	-3	-26	99	-9	102	4
CCOc1ccc(OCC)c(NC(=O)CN2CCN(C(=O)c3ccco3)CC2)c1	0.42	85	-3	1	-22	93	-12	105	-2
Cc1ccnc(NC(=O)C2CCN(S(=O)(=O)c3cccc4nonc34)CC2)c1	-0.26	99	16	-32	0	110	-20	111	9
COc1ccc(OC)c2[nH]c(=O)c(CCNC(=O)C(C)(C)C)cc12	.	90	.	.	.	104	.	111	-5
CCOC(=O)c1c(C)[nH]c(N=Nc2ccc(C)cc2)c1C	-1.5	93	-2	-4	1	92	2	107	3
CCOC(=O)c1c(C)c(C(=O)Nc2cc(F)ccc2F)c(C)n1C	.	20*	.	.	.	55	.	66	-1
CCc1c(C(C)O)oc2ccc3c(C)cc(=O)oc3c12 (stereo not drawn)	.	90	-3	-2	-17	97	10	96	6
CCOc1cc(C(=O)NCc2nnc(SCC(=O)OC)n2C)cc(OCC)c1OCC	0.08	98	.	.	.	89	.	99	3
CCn1c(SCC(N)=O)nnc1-c1ccc(S(=O)(=O)N2CCN(C)CC2)cc1	0.77	97	16	-8	-11	98	0	102	3
O=C(CSC1=NCCS1)Nc1nc2c(s1)CCCC2	0.62	17*	26	-22	-32	73	15	99	-9
O=C(Nc1ccc(SC(F)F)cc1)C1=COCCO1	0.88	.	12	-6	-6	.	6	.	.
CCCCCCNS(=O)(=O)c1ccc(Cl)s1	-1.6	82	-7	-6	-1	94	-10	93	-1
O=C(CCC(=O)OCC(=O)c1ccc(-c2ccccc2)cc1)Nc1cccc2cccnc12	0.09	.	14	16	-8	.	-2	.	.
CCn1c(C)nc2cc(C(=O)OC(C(F)(F)C(F)F)C(F)(F)C(F)F)ccc21	-1.9	95	15	8	-9	83	9	103	-11
CC1=CS(=O)(=O)CC1Sc1nc2ccccc2[nH]1 (stereo not drawn)	1.8	85	24	-26	-26	83	-4	103	13
CCOc1ccc(OCC)c(Nc2cc(C)nc3nc(C)nn23)c1	.	32*	.	.	.	66	.	87	-7

Screening results deposited in PubChem by several laboratories.
